# Tb PYK inh: qHTS of Trypanosoma Brucei Inhibitors | pyruvate kinase (Trypanosoma brucei), Q57TT1 | TbPYK enzyme, Kinase-Glo Plus ATP luminescence, 45 min | Potency, µM (titrated, usually from 76.8 µM), for the others: top-dose activity, negative = inhibition, actives largely listed as inhibitors | actives 0.12% (n = 410,000); further: nearly all actives have a fitted effect of over 50% in size
#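 Quantitative HTS: titrated library compounds versus trypanosomal pyruvate kinase in TEA buffer (pH 7.2) containing KCl, MgCl2, BSA and Tween-20. Reactions were initiated with ADP, 130 uM final. Kinase-Glo Plus luminescence was read after 45 min at RT.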
# Pf growth 48h: Primary qHTS for delayed death inhibitors of the malarial parasite plastid, 48 hour incubation; P. falciparum luciferase growth in erythrocytes, 48 h; Potency, µM (highest dose often 28.7 µM), for inactives: at the highest dose activity change, negative = inhibition, usual class: inhibitors; actives 5.9% (n = 310,000); AID 504832, 2011
#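 Here the parasites carry a stable luciferase gene and grow inside erythrocytes in Albumax-based RPMI medium with compound for one erythrocytic cycle. Activity is scored as loss of luminescent signal.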
# HCV inh: qHTS Assay for Inhibitors of Hepatitis C Virus (HCV) | actives 3.4% (n = 340,000) | AID 651820, 2012 | Huh7.5.1 HCVcc-Cre infection, luciferase reporter, 44 h | Potency, µM (highest dose often 41.8 µM), inactives show at the highest dose activity change, negative = inhibition, usual class: inhibitors
#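 A cell-based infection assay in which seeded cells (1,000 per well) receive test compound after 4 h, are inoculated with HCVcc-Cre at approximately 0.5 moi, and are incubated 44 h before luminescence detection.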
# LmPK inhibitor: qHTS Assay for Inhibitors of Leishmania Mexicana Pyruvate Kinase (LmPK); Q27686; purified LmPK, Kinase-Glo ATP luminescence, 1 h; Potency, µM (doses to about 57.5 µM), for inactives: at the highest dose activity change, negative = inhibition, usual class: inhibitors; actives 0.37% (n = 290,000)
# Target sequence (Q27686 whole entry, looked up): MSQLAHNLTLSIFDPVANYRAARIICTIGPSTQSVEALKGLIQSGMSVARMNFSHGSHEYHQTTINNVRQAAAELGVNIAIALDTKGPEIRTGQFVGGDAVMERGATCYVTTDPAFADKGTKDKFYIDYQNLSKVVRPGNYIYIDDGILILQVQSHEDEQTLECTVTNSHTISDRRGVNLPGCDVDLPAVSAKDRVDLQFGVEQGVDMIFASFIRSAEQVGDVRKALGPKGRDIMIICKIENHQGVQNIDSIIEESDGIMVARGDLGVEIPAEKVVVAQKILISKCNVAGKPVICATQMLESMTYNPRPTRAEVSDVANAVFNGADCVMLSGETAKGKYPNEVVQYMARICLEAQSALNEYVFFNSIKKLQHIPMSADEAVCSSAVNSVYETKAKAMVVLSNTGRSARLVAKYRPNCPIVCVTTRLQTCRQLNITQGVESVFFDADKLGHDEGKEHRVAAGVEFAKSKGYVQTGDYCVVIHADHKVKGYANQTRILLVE
#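 ATP generated from ADP (0.1 mM) and PEP (0.5 mM) by 0.1 nM LmPK over 1 h at room temperature (pH 7.2 imidazole buffer) was detected by coupled luciferase luminescence. Values were normalized to uninhibited and no-enzyme wells.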
# Sm TGR inh: qHTS Assay for the Inhibitors of Schistosoma Mansoni Peroxiredoxins | actives 3% (n = 360,000) | AID 485364, 2010 | Potency, µM (series often up to 114 µM), inactives show at the top dose activity change, negative = inhibition, actives largely listed as inhibitors | purified TGR, DTNB reduction, TNB absorbance 405 nm | Schistosoma mansoni thioredoxin glutathione reductase (TGR), Q962Y6; further: nearly all actives have a fitted effect of over 60% in size
#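 Kinetic colorimetric format: TGR-catalysed, NADPH-driven DTNB reduction monitored via TNB absorbance. Enzyme dispensed at 20 nM; compound exposure 15 min at room temperature before reaction start.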
# Pf growth 96h: Primary qHTS for delayed death inhibitors of the malarial parasite plastid, 96 hour incubation; P. falciparum luciferase reporter growth, 96 h; Potency, µM (series often up to 28.7 µM), for the others: top-dose activity change, negative = inhibition, hits mostly inhibitors; actives 6.9% (n = 320,000)
#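 Two parasite generations (96 h, 37 C, 5% CO2) of compound exposure in infected erythrocytes (0.05% parasitemia, 2% hematocrit). Luciferase-reporter P. falciparum; decreased luminescence indicates inhibited growth, aimed at apicoplast-acting delayed death.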
# Starred values were filed as active, the others as inactive; ? = inconclusive; nt = no result given; [ ] = another dose, or the depositor's remark. The call rests on the fitted dose curve; in most records, active means well fitted curve in the direction sought with a large enough effect; inconclusive means small, poorly fitted or top-dose-only effect, or another doubt; inactive means no such curve, though single readings can be large; an effect the other way counts as inactive or inconclusive. On the % scale 0 is the no-effect control and ±100 the full control effect; potency means the concentration at half of the fitted maximal effect. Rows are unselected (roughly 16% active in at least one column).
# Preview:
SMILES,Tb PYK inh,Pf growth 48h,HCV inh,LmPK inhibitor,Sm TGR inh,Pf growth 96h
COc1ccc(C2C(C(=O)c3ccco3)=C(O)C(=O)N2CCOCCO)cc1OC (configuration not stated),0%,-2%,-26%,4%,-36%,13%
N#CCC(=O)NNC(=S)NC(=O)C(c1ccccc1)c1ccccc1,-4%,?,-5%,-4%,1%,16%
Cc1ccccc1NC(=O)C(=O)NC(C)CCc1ccccc1 (configuration not stated),-1%,7%,-8%,-1%,-2%,12%

# All compounds of this part, from the first entry:
SMILES,Tb PYK inh,Pf growth 48h,HCV inh,LmPK inhibitor,Sm TGR inh,Pf growth 96h
COc1ccc(C2C(C(=O)c3ccco3)=C(O)C(=O)N2CCOCCO)cc1OC (configuration not stated),0%,-2%,-26%,4%,-36%,13%
N#CCC(=O)NNC(=S)NC(=O)C(c1ccccc1)c1ccccc1,-4%,?,-5%,-4%,1%,16%
Cc1ccccc1NC(=O)C(=O)NC(C)CCc1ccccc1 (configuration not stated),-1%,7%,-8%,-1%,-2%,12%
COc1ccc(OC)c(Cc2nnc(CCC(=O)NCc3ccc(C)s3)o2)c1,7%,27%,-11%,6%,-8%,5%
CC1(C)CC2(CCCN3C(=O)CSC32)CCS1 (configuration not stated),-11%,nt,16%,0%,3%,-2%
COc1ccc(OC)c(NC(=O)CN(C)CC(=O)Nc2ccccc2Cl)c1,12%,-12%,-7%,4%,2%,?
CCSc1nnc(NC(=O)CSc2nnc(CNC(=O)c3ccc(OC)c(OC)c3)o2)s1,-13%,9%,-2%,-6%,-4%,-26%
COc1ccc(CCN2CC(C(=O)Nc3cc(F)ccc3F)CC2=O)cc1OC (configuration not stated),0%,?,7%,nt,-5%,-1%
CC1CCN(C(=S)c2ccc(O)cc2)CC1,-6%,?,9%,0%,-30%,?
CC(C)(C)c1nnc(N/N=C/c2cc(Br)ccc2O)n(N)c1=O,-2%,3.3µM*,?,2%,0%,8.3µM*
O=C(CC12CC3CC(CC(C3)C1)C2)NCc1ccco1,-6%,-2%,14%,1%,13%,nt
O=C(NNS(=O)(=O)c1ccc(F)cc1)C1CCN(S(=O)(=O)c2ccccc2)CC1,2%,-3%,4%,1%,-1%,0%
Cc1ccc([C@H]2C(C#N)=C(N)Oc3cc(C)oc(=O)c32)o1,-9%,-1%,4%,1%,-35%,?
O=C(c1ccccc1)C1CCCN(Cc2nc(-c3cnccn3)no2)C1 (configuration not stated),-3%,-12%,10%,-3%,nt,5.2µM*
CCCn1nc(C(=O)NNC(=O)CCOc2ccccc2OCC)c2ccccc2c1=O,4%,?,-17%,nt,-4%,7%
COc1ccc(OC)c(CN2CCSCC2)c1,5%,?,5%,-4%,-20%,-2%
CC1CCCN(c2ccc([N+](=O)[O-])cc2C(=O)c2ccccc2)C1 (configuration not stated),5%,?,12%,5%,-4%,0%
Cn1c(Cn2c(=O)sc3ccccc32)nnc1SCC(=O)NCc1ccccc1,2%,3%,15%,4%,3%,-13%
O=C(CCc1c[nH]c2ccccc12)N[C@@H](Cc1c[nH]c2ccc(O)cc12)C(=O)O,0%,3.7µM*,11%,-4%,2%,4.7µM*
COC(=O)C1=C(N)Oc2cc(C)n(Cc3cccnc3)c(=O)c2C1c1ccccc1OC (configuration not stated),-3%,?,15%,-2%,3%,-31%
Cc1ccc(-n2ncc3c(=O)n(Cc4ccccn4)cnc32)cc1C,2%,36%[activator],-20%,6%,-15%,-6%
COc1ccc(CC(=O)NNC(=O)CCc2ccccc2)cc1,-6%,-2%,4%,-2%,nt,3%
COC(=O)C1C(=O)C2=C(CC1C)NC(=O)CC2c1ccc(O)c(OC)c1 (configuration not stated),-9%,?,4%,4%,0%,-12%
CC(C)(C)Nc1nc(NC(C)(C)C)nc(-n2ccnc2)n1,-6%,1.3µM*,?,0%,1%,?
CCSc1nc(N)c2c(C)c(C)sc2n1,?,-11%,9%,3%,-3%,-24%

# Profiles, looked up by structure.
# CC(C)(C)c1nnc(N/N=C/c2cc(Br)ccc2O)n(N)c1=O reads Tb PYK inh = -2%; Pf growth 48h = 3.3µM*; HCV inh = ?; LmPK inhibitor = 2%; Sm TGR inh = 0%; Pf growth 96h = 8.3µM*
# O=C(c1ccccc1)C1CCCN(Cc2nc(-c3cnccn3)no2)C1 (configuration not stated) reads Tb PYK inh = -3%; Pf growth 48h = -12%; HCV inh = 10%; LmPK inhibitor = -3%; Sm TGR inh = nt; Pf growth 96h = 5.2µM*
# COc1ccc(CC(=O)NNC(=O)CCc2ccccc2)cc1 reads Tb PYK inh = -6%; Pf growth 48h = -2%; HCV inh = 4%; LmPK inhibitor = -2%; Sm TGR inh = nt; Pf growth 96h = 3%

# The listing continues:
SMILES,Tb PYK inh,Pf growth 48h,HCV inh,LmPK inhibitor,Sm TGR inh,Pf growth 96h
Cc1cccc(OCCCC(=O)Nc2ccc(N(C)C)cc2)c1,?,240%[activator],-5%,0%,5%,-17%
CN(C)c1ccc(NC(=S)N2CCN(c3ncc(C(F)(F)F)cc3Cl)CC2)cc1,-3%,96%[activator],-2%,1%,-9%,48%[activator]
NC(=O)COC(=O)CCSc1ccc(Cl)cc1,5%,2%,21%,0%,-29%,-38%[5.75 µM]
Cc1cc(C(=O)NNc2ccc(C(C)C)cc2)n(C(C)(C)C)n1,2%,-1%,-2%,6%,?,-2%
CCCCC(C(=O)N/N=C/c1ccccn1)C(=O)N/N=C/c1ccccn1,-4%,-18%,1%,2%,10%,-1%
S=c1[nH]nc(-c2ccc(Cl)cc2)n1Cc1ccccc1,?,7%,4%,13µM*,1%,0%
COc1cc(NC(=S)N2CCN(S(=O)(=O)c3ccc(F)cc3)CC2)cc(OC)c1,-15%,2.3µM*,-9%,8%,-4%,-27%
COC(=O)C(Cc1ccccc1)NC(=O)CSc1nc(N)cc(=O)[nH]1 (configuration not stated),1%,4%,17%,-2%,11%,123%[activator]
COc1ccc(S(=O)(=O)NCC(=O)N(CC(=O)NCc2ccco2)Cc2ccccc2)cc1,-1%,-6%,-24%,1%,-1%,10%
Cc1cc(C)nc(N2CCC(C(=O)O)CC2)n1,-6%,2%,18%,7%,-17%,35%[activator]
O=C(COc1ccccc1)c1cn(CC(=O)N2CCOCC2)c2ccccc12,-2%,1%,?,-4%,-13%,-5%
COc1ccc(N(CC(=O)Nc2cccnc2)S(=O)(=O)c2ccc(C)cc2)cc1Cl,-5%,?,-16%,-1%,-7%,23%
O=P(O)(CCc1ccncc1)CN1CCCCC1,-8%,nt,26%,10%,2%,11%
COc1ccc(N2CCN(Cc3nc4ccccc4[nH]3)CC2)cc1,1%,-7%,16%,-8%,4%,-30%
Cc1c(C(=O)Nc2ccccc2)cn2c(nc3ccccc32)c1C#N,-5%,25%,1%,-1%,7%,-5%
Cc1cc(Br)c2c(c1)C1(OCCO1)C(=O)N2,-10%,nt,-8%,3%,-1%,?
CCSc1nnc(NC(=O)NC(CC)(C(F)(F)F)C(F)(F)F)s1,-11%,12µM*,?,-1%,-6%,?
COc1cccc(-n2c(N)c(-c3nc4ccccc4[nH]3)sc2=S)c1,-6%,-12%,21%,2%,0%,5%
CCN1CCN(C(=O)c2ccc3c(Cl)c4c(nc3c2)CCCC4)CC1,4%,?,?,1%,-21%,-29%
O=c1[nH]c(=O)n(C2CCCCC2)c(O)c1C=Nc1ccc(N2CCOCC2)cc1,-1%,?,-1%,3%,3%,61%[activator]
[O-][n+]1onc2c3ccnnc3ccc21,0%,?,?,-3%,-6%,?
Cc1ccc(S(=O)(=O)/N=C2/C=C(C3C(=O)CC(C)(C)CC3=O)C(=O)c3ccccc32)cc1,?,?,-36%,-15%,14µM*,nt
CCOC(=O)C1(Cc2ccc(OC)cc2)CCN(C(=O)C2=CCCC2)CC1,2%,-10%,-4%,4%,nt,3%
O=C(NCC1CCCO1)c1coc2nc3ccccc3nc12 (configuration not stated),-14%,0%,4%,-7%,-7%,-4%
C#CCN1C(=O)C(O)(CC(=O)c2ccc(OC)c(OC)c2)c2ccccc21 (configuration not stated),-6%,-21%,-10%,7%,9%,7%

# As entered above:
# CCSc1nnc(NC(=O)NC(CC)(C(F)(F)F)C(F)(F)F)s1 – Sm TGR inh: -6%
# CCCCC(C(=O)N/N=C/c1ccccn1)C(=O)N/N=C/c1ccccn1 – HCV inh: 1%
# O=P(O)(CCc1ccncc1)CN1CCCCC1 – Pf growth 96h: 11%
# CCN1CCN(C(=O)c2ccc3c(Cl)c4c(nc3c2)CCCC4)CC1 – Tb PYK inh: 4%
# [O-][n+]1onc2c3ccnnc3ccc21 – LmPK inhibitor: -3%
# COc1ccc(N2CCN(Cc3nc4ccccc4[nH]3)CC2)cc1 – Sm TGR inh: 4%
# O=C(COc1ccccc1)c1cn(CC(=O)N2CCOCC2)c2ccccc12 – Pf growth 96h: -5%

# Continued.
SMILES,Tb PYK inh,Pf growth 48h,HCV inh,LmPK inhibitor,Sm TGR inh,Pf growth 96h
COc1ccc(-n2nc3c(c2NC(=O)C2CC2)CS(=O)C3)cc1 (configuration not stated),-4%,1%,4%,-2%,2%,?
Cc1ccccc1CSCCNC(=O)CN(c1ccc2c(c1)OCO2)S(C)(=O)=O,-9%,?,9%,-1%,5%,60%[activator]
Cc1nn(-c2ccccc2)cc1/C=N/NC(=O)c1cccs1,3%,-12%,-9%,-7%,5%,-3%
COn1c2c(c3c4no[n+]([O-])c4ccc31)CCCC2,0%,nt,?,4%,17%,-16%
CCC(=O)Nc1ccc(NC(=O)c2c(C)nc3ccccn23)cc1,10%,25%,14%,-8%,-13%,74%[activator]
COc1ccc(C2NC(=O)NC(O)(C(F)(F)F)C2C(=O)c2ccccc2)cc1OC (configuration not stated),-15%,nt,6%,8%,35µM*,-18%
O=C(CNc1ccccc1Cl)Nc1cc(S(=O)(=O)N2CCOCC2)ccc1Cl,-9%,?,-27%,nt,-9%,?
CNC(=O)NC(=O)C(OC(=O)c1cccc(S(=O)(=O)N2CCCCC2)c1)c1ccccc1 (configuration not stated),-1%,31%[activator],13%,2%,2%,17%
O=C(CSc1nc2ccccc2c(=O)n1C1CC1)NCc1ccccc1,5%,-9%,8%,1%,14%,15µM*
COc1ccc(NS(=O)(=O)c2cc(C)ccc2C)cc1,4%,9%,-11%,4%,-1%,?
COc1ccc(S(=O)(=O)N2CCCC(C(=O)N3CCN(c4ccccc4)CC3)C2)cc1Cl (configuration not stated),3%,?,?,2%,9%,?
O=C(COC(=O)CNC(=O)c1ccccc1)NCCNC(=O)COC(=O)CNC(=O)c1ccccc1,-6%,?,-5%,nt,-22%,37%[activator]
C[C@H](NC(=O)c1ccccc1Cl)C(=O)OCc1cn2cc(Cl)ccc2n1,-1%,2%,-1%[8.37 µM],nt,6%,2%
Cn1nnnc1SCC(=O)N1CCCc2ccccc21,4%,16%,-17%,-3%,-5%,62%[activator]

# Given as labelled records: 2 of the compounds above
> Cc1nn(-c2ccccc2)cc1/C=N/NC(=O)c1cccs1
  Tb PYK inh = 3%; Pf growth 48h = -12%; HCV inh = -9%; LmPK inhibitor = -7%; Sm TGR inh = 5%; Pf growth 96h = -3%

> COc1ccc(-n2nc3c(c2NC(=O)C2CC2)CS(=O)C3)cc1 (configuration not stated)
  Tb PYK inh = -4%; Pf growth 48h = 1%; HCV inh = 4%; LmPK inhibitor = -2%; Sm TGR inh = 2%; Pf growth 96h = ?

# From PubChem
